Screening results as filed in PubChem.
TIM10 inh: TIM10 yeast growth inhibition | S. cerevisiae TIM10 strain growth, BacTiter-Glo luminescence, 24 h | inhibition, % at 10 µM | actives 1.4% (n = 330,000);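 active = inhibition of 40% or more at the single tested concentration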;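 note: wild-type TIM10 isogenic control strain grown at permissive 25 °C; 0% = DMSO yeast wells and 100% = minimal medium wells without yeast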
tim10-1 inh: inhibits growth of tim10-1 mutant yeast | actives 2.2% (n = 330,000) | inhibition, % at 20 µM | S. cerevisiae tim10-1 ts strain growth, BacTiter-Glo, 24 h;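 active = inhibition of at least 40%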;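 note: mutant grown at 25 °C; 0% = DMSO wells with yeast and 100% = wells holding no yeast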
tim23-1 inh: inhibits growth of tim23-1 mutant yeast | inhibition, % at 20 µM | actives 1.3% (n = 330,000) | S. cerevisiae tim23-1 growth, BacTiter-Glo luminescence, 24 h;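 active = growth inhibition of the mutant yeast at or above 50%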;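 note: temperature-sensitive mutant grown at 25 °C; plate controls were DMSO-treated mutant yeast for no effect and medium wells lacking yeast for full effect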
APJ agonist: activates the human apelin receptor APJ; CHO-K1 APJ PathHunter beta-arrestin, luminescence; 0% DMSO wells, 100% apelin; actives 0.11% (n = 330,000); activation, % at 20 µM;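 active = activation more than six SD over the plate average, tested at 20 µM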;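 note: 0% = DMSO alone and 100% = apelin-13 at 10 nM; some results filed as inactive read as strong as hits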
Target sequence (P35414 whole entry, looked up): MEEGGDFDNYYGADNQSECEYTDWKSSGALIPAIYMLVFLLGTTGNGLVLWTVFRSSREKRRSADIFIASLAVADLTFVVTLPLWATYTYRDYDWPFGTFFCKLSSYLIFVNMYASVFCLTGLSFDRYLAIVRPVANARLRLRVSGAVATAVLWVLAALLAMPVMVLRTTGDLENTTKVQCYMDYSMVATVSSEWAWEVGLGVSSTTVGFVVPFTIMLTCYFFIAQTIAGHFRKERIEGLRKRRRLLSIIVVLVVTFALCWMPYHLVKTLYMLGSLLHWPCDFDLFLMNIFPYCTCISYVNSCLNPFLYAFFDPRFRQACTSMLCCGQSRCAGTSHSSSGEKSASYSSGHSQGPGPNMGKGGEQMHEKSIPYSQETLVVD
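Material: CHO-K1 APJ beta-arrestin complementation cell line; Input: cell density 1000 per well; Incubation: compound stimulation 90 min at 25 °C, detection 60 min; Signal: luminescence from split beta-galactosidase complementation, Galacton Star/Emerald II substrate; Controls: DMSO-only wells as negative, 10 nM Apelin-13 as positive control.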
MPTP block: inhibitors of mitochondrial permeability transition pore. isolated mouse mitochondria, Ca2+ swelling absorbance, 30 min. inhibition, % at 10 µM. actives 1.4% (n = 360,000). AID 602449;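 active = inhibition of 50% or more, scaled per plate between neutral and stimulator controls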;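 note: 0% = DMSO wells given calcium and 100% = 1 mM EGTA wells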
APJ antag: antagonists of human APJ apelin receptor; CHO-K1 APJ beta-arrestin complementation, luminescence; inhibition, % at 20 µM; actives 0.32% (n = 330,000); AID 2521;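 active = inhibition above about 40% at 20 µM, limit read from the data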;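 note: cells challenged with 10 nM apelin-13 agonist together with compound; plate controls were apelin-13 plus DMSO wells for no effect and DMSO wells lacking apelin-13 for full effect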
MIN6 prolif: induces beta-cell replication in MIN6 cells; MIN6 cells proliferation, ATPlite luminescence, 48 h; cells starved in 0.2% serum; 100% = growth in 10% serum; proliferation, % at 10 µM; actives 0.29% (n = 330,000); AID 2380;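 active = compounds whose signal lies at least 3.5 SD above the mean of all wells on their plate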;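 note: 0% = DMSO-treated cells in low-serum medium and 100% = 10% serum control; some compounds called inactive have numbers as strong as hits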
NALP3 yeast inh: blocks the NALP3 inflammasome reconstituted in yeast | Yeast reconstituted NLRP3/ASC/caspase-1, beta-gal luminescence, 24 h | inhibition, % at 10 µM | actives 0.39% (n = 330,000) | AID 2825;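 active = inhibition of 50% or more; inactive = inhibition below 50%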;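 note: plate controls were induced DMSO wells for no effect and uninduced yeast grown without galactose for full effect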
NR3A LBD binder: modulators (binders) of human NR3A ligand-binding domain | Tm shift relative to glycine control, % at 25 µM | actives 2.5% (n = 340,000) | NR3A LBD differential scanning fluorimetry, Tm shift; 0% = protein alone, 100% = glycine-bound protein;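 active = melting temperature shift of at least 10% of the positive control shift, at one fixed dose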
* marks the source's active call; other numbers are inactive results; x = no result given; & = joins results of further samples.

SMILES | TIM10 inh | tim10-1 inh | tim23-1 inh | APJ agonist | MPTP block | APJ antag | MIN6 prolif | NALP3 yeast inh | NR3A LBD binder
Cc1cc2c(c(SCC(=O)Nc3ccc(C)c(C)c3)n1)C(=O)OC2 | 4 | -2 | 4 | -2 | 1.0 | 3 | 0 | -3 | -1
CN(C)c1ccnc(N(Cc2ccccc2)Cc2ccccc2)c1C#N | 12 | 18 | 20 | -3 | 1.2 | 4 | -4 | 1 | 4
Cc1ccc(C(=O)NCCN2CCNC2=O)cc1 | -1 | -15 | 9 | -3 | 1.2 | 17 | -1 | 20 | -2
COC(=O)C1=CN(Cc2ccc(OC)cc2)C=C(C(=O)OC)C1c1ccc(O)c(OC)c1 | 0 | 0 | 3 | 1 | -0.4 | 5 | -1 | 25 | 0
CC(C)OC(=O)CSc1nnc(-c2ccco2)n1N | -10 | 8 | 6 | -1 | -0.3 | 0 | 0 | 6 | 0
COc1ccc(C(=O)CCc2ccccc2O)c(OC)c1 | -6 | 18 | 33 | 0 | 0.7 | 17 | 4 | 44 | 0
Cc1cc(Br)c(NC(=O)CSc2n[nH]c(N)n2)c(Br)c1 | 11 | 0 | 0 | -2 | -0.8 | -6 | -1 | 13 | 0
Cc1ccc2c(CC(=O)Nc3ccc(F)c(S(=O)(=O)N4CCOCC4)c3)coc2c1 | 15 | 2 | 5 | -2 | -1.0 | -2 | -4 | 19 | -11
O=C(Nc1nnc(-c2ccc3c(c2)OCCO3)o1)c1ccc(Cc2ccccc2)cc1 | 6 | 6 | 1 | -4 | 0.6 | 3 | -6 | 0 | 0
Cc1onc(-c2c(Cl)cccc2Cl)c1C(=O)Nc1ccc2c(c1)OCO2 | 12 | 13 | 18 | -5 | -0.5 | 6 | 0 | 9 | x
O=C(C1CCN(S(=O)(=O)c2cccc3nsnc23)CC1)N1CCN(c2ccccc2F)CC1 | 26 | 24 | 25 | -3 | -0.2 | 17 | -2 | -2 | 0
c1ccc(NCc2nnc3n2CCCCC3)cc1 | 1 | 4 | -2 | -5 | -1.6 | 10 | -1 | -2 | 0
CCOC(=O)[C@H](CCc1ccccc1)N[C@@H](C)C(=O)N1CCC[C@H]1C(=O)O | -4&6 | -19&12 | -3&10 | 2&1 | 0.7&0.4 | 15&-15 | -3&-4 | 15&1 | 2&-3
CC1(C(=O)Oc2ccccc2)Cc2ccccc2C(=O)O1 (stereo not given) | -9 | -1 | 1 | -7 | 1.5 | -27 | -1 | 4 | 2
O=C(O)c1cccc(NS(=O)(=O)c2ccc(S(=O)(=O)N3CCOCC3)cc2)c1 | 4 | 5 | 9 | -6 | 1.0 | -3 | 0 | 2 | 2

Overlap with the part before: 6 entries, followed by the next part.
SMILES | TIM10 inh | tim10-1 inh | tim23-1 inh | APJ agonist | MPTP block | APJ antag | MIN6 prolif | NALP3 yeast inh | NR3A LBD binder
Cc1onc(-c2c(Cl)cccc2Cl)c1C(=O)Nc1ccc2c(c1)OCO2 | 12 | 13 | 18 | -5 | -0.5 | 6 | 0 | 9 | x
O=C(C1CCN(S(=O)(=O)c2cccc3nsnc23)CC1)N1CCN(c2ccccc2F)CC1 | 26 | 24 | 25 | -3 | -0.2 | 17 | -2 | -2 | 0
c1ccc(NCc2nnc3n2CCCCC3)cc1 | 1 | 4 | -2 | -5 | -1.6 | 10 | -1 | -2 | 0
CCOC(=O)[C@H](CCc1ccccc1)N[C@@H](C)C(=O)N1CCC[C@H]1C(=O)O | -4&6 | -19&12 | -3&10 | 2&1 | 0.7&0.4 | 15&-15 | -3&-4 | 15&1 | 2&-3
CC1(C(=O)Oc2ccccc2)Cc2ccccc2C(=O)O1 (stereo not given) | -9 | -1 | 1 | -7 | 1.5 | -27 | -1 | 4 | 2
O=C(O)c1cccc(NS(=O)(=O)c2ccc(S(=O)(=O)N3CCOCC3)cc2)c1 | 4 | 5 | 9 | -6 | 1.0 | -3 | 0 | 2 | 2
O=C(NNC(=O)c1nn(-c2ccc(F)cc2)ccc1=O)c1ccc(Cl)cc1 | 3 | -6 | -3 | -1 | 0.2 | 13 | 2 | 19 | -1
O=C1CCCC(O)=C1C1C2=C(CCCC2=O)Oc2ccccc21 (stereo not given) | 17 | 33 | 32 | 0 | 4.6 | -3 | 1 | 39 | -3
CC(C)C(NC(=O)c1c(F)cccc1F)C(=O)NCC(c1ccccc1)N(C)C (stereo not given) | 9 | 14 | 11 | -1 | -3.8 | -23 | -2 | 10 | 1
O=C(CSc1nnc(-c2ccccn2)n1Cc1ccco1)Nc1ccc2c(c1)OCO2 | -8 | 26 | -6 | -3 | 4.0 | 14 | -1 | 4 | 1
CN(CC(=O)Nc1ccc(F)cc1)C(=O)c1cccc(NS(=O)(=O)c2ccccc2)c1 | 0 | 8 | 7 | -2 | -0.8 | -5 | -1 | -8 | 1
CCCCN(c1ccccc1)S(=O)(=O)N(C)C | -10 | 1 | 6 | -2 | -0.1 | 0 | -1 | 11 | 1
CCc1ccccc1NC(=O)CCS(=O)(=O)c1ccc(OC)cc1 | 9 | 14 | 3 | 1 | 1.2 | 12 | -3 | 9 | 1
CC(C)(CNC(=O)c1cc2c(s1)CCCC2)N1CCOCC1 | 5 | 8 | 4 | 2 | 1.2 | 4 | -4 | 24 | 0
Cc1ccccc1CN1CCNC(=O)C1CC(=O)N(C)CCC1CCOCC1 (stereo not given) | -3 | 2 | -9 | -4 | 0.3 | 20 | 1 | 15 | 0
CNC(=O)/C=C1\NC(C)(C)Cc2ccccc21 | 6 | 34 | 22 | -1 | -0.3 | 12 | -2 | 12 | -1
O=C(CSc1nc2ccccc2nc1N1CCOCC1)N1CCN(c2ccccc2)CC1 | -51 | -4 | 21 | -2 | 1.6 | 8 | -4 | 16 | -1
CC(C)c1nnc(NC(=O)C2CCN(c3nc4ccccc4s3)CC2)s1 | 20 | 26 | 14 | -5 | -1.5 | 8 | -1 | -1 | 1
CCCCN(C1CCS(=O)(=O)C1)S(=O)(=O)c1cc(C)ccc1C (stereo not given) | 8 | 4 | 14 | 5 | -0.6 | -44 | 0 | 8 | 2
CC(=O)Nc1c(O)n(C)c2ccccc12 | -2 | 0 | -3 | 3 | -1.5 | -7 | 1 | 19 | 2
CC(=O)N1CCN(C2=NC(=O)C(=C3CCCCC3)S2)CC1 | -26 | -6 | -1 | 0 | -3.3 | -14 | -2 | 12 | -2

Molecules listed so far with a furan ring, fused or not:
SMILES | TIM10 inh | tim10-1 inh | tim23-1 inh | APJ agonist | MPTP block | APJ antag | MIN6 prolif | NALP3 yeast inh | NR3A LBD binder
CC(C)OC(=O)CSc1nnc(-c2ccco2)n1N | -10 | 8 | 6 | -1 | -0.3 | 0 | 0 | 6 | 0
Cc1ccc2c(CC(=O)Nc3ccc(F)c(S(=O)(=O)N4CCOCC4)c3)coc2c1 | 15 | 2 | 5 | -2 | -1.0 | -2 | -4 | 19 | -11
O=C(CSc1nnc(-c2ccccn2)n1Cc1ccco1)Nc1ccc2c(c1)OCO2 | -8 | 26 | -6 | -3 | 4.0 | 14 | -1 | 4 | 1

Other results
SMILES | TIM10 inh | tim10-1 inh | tim23-1 inh | APJ agonist | MPTP block | APJ antag | MIN6 prolif | NALP3 yeast inh | NR3A LBD binder
O=C(O)c1ccccc1-c1c2cc(I)c(=O)c(I)c-2oc2c(I)c(O)c(I)cc12 | 30 | 35 | 40 | -3 | 79* | 30 | -2 | 1 | 0
Cc1cc(=O)n(CC(=O)Nc2cc(Cl)ccc2C)c(C(C)C)n1 | -2 | 10 | 0 | -5 | 0.7 | -7 | 5 | 10 | 1
CC1=C(C(=O)OC(C)C)C(c2c[nH]c3ccccc23)n2ncnc2N1 (stereo not given) | -9 | -8 | -6 | -3 | 1.7 | 17 | -1 | 16 | -3
COC(=O)C1=CN(Cc2ccccc2)C=C(C(=O)OC)C1c1cc(F)ccc1F | 24 | 15 | 30 | -3 | 2.0 | 18 | -2 | 8 | -2
O=C(NCCCCc1ccccc1)C12CN(Cc3ccccc3)CC1C(c1cccc([N+](=O)[O-])c1)=NO2 (stereo not given) | 9 | 23 | 23 | 6 | 1.5 | -9 | -7 | 24 | -3
COc1cc(OC)cc(C(=O)NC(=S)Nc2cccnc2)c1 | 4 | 10 | 20 | -5 | -1.6 | 22 | 0 | 10 | 3
Cc1ccc(-n2nc(CC#N)c(C#N)c2N)cc1 | -4 | 8 | 17 | -2 | 1.2 | -3 | -1 | 4 | 1
Cc1ccsc1/C=C1\SC(N2CCOCC2)=NC1=O | 8 | 28 | 23 | -1 | -4.0 | 2 | -3 | 14 | 0
Cn1cccc1C(=O)NCC(c1ccc(F)cc1)N1CCOCC1 (stereo not given) | 7 | 15 | 15 | 11 | 1.3 | -7 | -3 | 8 | -1
CCOC(=O)c1cc(C#N)c(SCC(=O)c2cc(C#N)c(SC)nc2C)nc1C | 2 | 5 | 13 | 2 | 4.0 | 13 | -2 | 1 | -3
O=C(COc1ccc([N+](=O)[O-])cc1)N(Cc1cccs1)C1CCS(=O)(=O)C1 (stereo not given) | -1 | 18 | 11 | 0 | 0.0 | 13 | 8 | 4 | -1
COc1ccc(S(=O)(=O)N2CCCC(C(=O)N3CCN(C)CC3)C2)cc1Cl (stereo not given) | -1 | -11 | 2 | 4 | 0.0 | -7 | -1 | 18 | 2
O=C(Cc1ccccc1)N/N=C/c1cc(Br)cc(Cl)c1O | 45* | 39 | 38 | -1 | 22 | 8 | -6 | 24 | 6
CCOC(=O)c1ccc(N(C(=O)c2ccco2)C(C(=O)NC2CCCC2)c2ccncc2)cc1 (stereo not given) | 3 | 4 | 15 | 3 | -0.7 | 9 | -2 | -2 | 0
Cc1cccn2c(=O)nc(SCC(=O)Nc3cccc4ccccc34)nc12 | 0 | 12 | -8 | -5 | 0.4 | 5 | -5 | 1 | 0
COc1ccc2c(Cl)c(C(=O)NN3CCN(C)CC3)sc2c1 | -1 | 10 | -8 | -2 | 6.6 | 1 | -2 | 10 | -3
CCCCC/C=C/C1=CC(=O)C[C@H](c2ccc3c(c2)OCO3)C1 | 13 | 22 | 33 | -3 | 1.4 | 13 | -7 | 23 | -3
COc1ccc(N2CCN(C(=O)c3oc4ccccc4c3NC(=O)Cc3cccc(OC)c3)CC2)cc1 | 14 | 33 | 29 | -7 | -1.2 | -2 | -2 | 4 | -2
